Compound activity (PubChem BioAssay)
APJ ag: agonists of human APJ apelin receptor; AID 2520; actives 0.11% (n = 330,000); CHO-K1 APJ PathHunter beta-arrestin, luminescence; 0% DMSO wells, 100% apelin; activation, % at 20 µM;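 active = activation more than six SD over the plate average, tested at 20 µM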;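 also: 0% = DMSO alone and 100% = apelin-13 at 10 nM; some results filed as inactive read as strong as hits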
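Incubation: overnight seeding, 90 min compound at 25 °C, 1 h detection; test system: PathHunter CHO-K1 APJ (AGTRL-1) beta-arrestin reporter cells; amount: 1000 cells/well; doses: one dose, 20 µM compound, 1% DMSO; measured by: beta-gal luminescence; measure: agonist-driven arrestin binding to APJ; benchmarks: negative DMSO alone, positive Apelin-13 at 10 nM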
APJ antag: APJ receptor antagonism | CHO-K1 APJ beta-arrestin complementation, luminescence | inhibition, % at 20 µM | P35414 | actives 0.32% (n = 330,000) | AID 2521;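 active = inhibition above about 40% at 20 µM, limit read from the data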;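 also: cells challenged with 10 nM apelin-13 agonist together with compound; plate controls were apelin-13 plus DMSO wells for no effect and DMSO wells lacking apelin-13 for full effect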
EBI2 block: EBI2 (human) antagonism. P32249. EBI2 beta-arrestin recruitment, luminescence, 7a,25-OHC stimulated. inhibition, % at 5 µM. actives 0.81% (n = 360,000). AID 651636; in the data active = inhibition above about 38%;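 also: enzyme fragment complementation signal reports receptor beta-arrestin coupling in cells; 0% = agonist plus DMSO wells and 100% = wells without agonist; some results beyond the cut were filed as inactive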
Target sequence (P32249 whole entry, looked up, the tested form may be a part): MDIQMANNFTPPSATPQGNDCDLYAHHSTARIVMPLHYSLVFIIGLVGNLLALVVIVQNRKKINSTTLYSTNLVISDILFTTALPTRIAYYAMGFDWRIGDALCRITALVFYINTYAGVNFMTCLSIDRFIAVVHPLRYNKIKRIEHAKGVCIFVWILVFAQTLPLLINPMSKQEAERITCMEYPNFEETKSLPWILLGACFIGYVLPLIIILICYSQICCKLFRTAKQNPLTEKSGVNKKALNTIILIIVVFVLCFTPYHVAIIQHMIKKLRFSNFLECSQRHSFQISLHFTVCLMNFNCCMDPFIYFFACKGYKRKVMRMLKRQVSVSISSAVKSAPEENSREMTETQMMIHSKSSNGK
CXCR6 inh: blocks human CXCR6 beta-arrestin recruitment | O00574 | CHO-K1 PathHunter CXCR6 beta-arrestin, luminescence | inhibition, % at 20 µM | actives 0.36% (n = 360,000) | AID 602244; in the data active = inhibition above about 34%, passing the limit was not always enough;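 also: antagonist mode with CXCL16 agonist at 10 nM final; 0% = 10 nM CXCL16 with DMSO and 100% = unstimulated wells without agonist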
CCR6 antagonist: antagonists of human CCR6 receptor | AID 493098 | actives 0.49% (n = 340,000) | CHO-K1 CCR6 PathHunter beta-arrestin, luminescence, CCL20-stimulated | P51684 | inhibition, % at 20 µM;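 active = compounds whose inhibition of the agonist-driven luminescence signal at 20 µM reaches about 50%, limit read from the data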;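 also: cells stimulated with CCL20 at 14 nM final; plate controls were DMSO with CCL20 for no effect and DMSO without agonist for full effect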
Target sequence (P51684 whole entry, looked up): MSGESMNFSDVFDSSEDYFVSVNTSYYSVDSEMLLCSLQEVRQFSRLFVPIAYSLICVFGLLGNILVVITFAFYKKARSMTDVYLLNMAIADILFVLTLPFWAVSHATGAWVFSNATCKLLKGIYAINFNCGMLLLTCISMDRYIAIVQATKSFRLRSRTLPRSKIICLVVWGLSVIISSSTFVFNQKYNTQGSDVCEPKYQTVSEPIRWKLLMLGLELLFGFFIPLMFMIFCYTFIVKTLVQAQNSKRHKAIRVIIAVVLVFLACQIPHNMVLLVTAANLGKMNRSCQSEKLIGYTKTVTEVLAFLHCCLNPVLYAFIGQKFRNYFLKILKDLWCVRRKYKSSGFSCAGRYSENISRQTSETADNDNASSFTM
Mdm2-MdmX inh: disrupts the human Mdm2-MdmX interaction; O15151+Q00987; SaOS-2 split-luciferase Mdm2/MdmX complementation, luminescence; inhibition, % at 8 µM; actives 3% (n = 330,000); AID 485346;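 active = inhibition of at least 50% at 8 µM in the primary screen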
tim23-1 inh: growth inhibitors of tim23-1 mutant yeast; AID 463212; inhibition, % at 20 µM; actives 1.3% (n = 330,000); S. cerevisiae tim23-1 growth, BacTiter-Glo luminescence, 24 h;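 active = growth inhibition of the mutant yeast at or above 50%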;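 also: temperature-sensitive mutant grown at 25 °C; plate controls were DMSO-treated mutant yeast for no effect and medium wells lacking yeast for full effect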
CHOP UPR activ: apoptotic UPR (CHOP) activation | CHO-CHOP luciferase reporter, luminescence; percent of tunicamycin response over DMSO baseline | activation, % at 10 µM | actives 0.34% (n = 330,000) | AID 449763;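 active = at 10 µM dose, activation of 40% or more, normalized to positive control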;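 also: 100% = tunicamycin at 10 µg/mL and 0% = DMSO alone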
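Test system: CHO-CHOP cells, stable luciferase reporter of PERK-eIF2a-CHOP signalling | Quantity: 500 CHO-CHOP cells per well | Buffer or medium: F12 plus 10% serum | Compound dosing: 10 µM single point, 0.5% DMSO | Schedule: 6 h compound treatment, 37 °C | Signal: Luciferase luminescence | Control set: Tunicamycin high control, DMSO low control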
XBP1 UPR activ: activators of adaptive arm of unfolded protein response (XBP1). CHO-XBP1 luciferase reporter, IRE1-XBP1 UPR activation, luminescence; percent of tunicamycin response, DMSO as zero. activation, % at 20 µM. actives 0.33% (n = 330,000). AID 463104;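 active = versus positive control, 20 µM dose yields 30% or more activation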;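 also: 100% = tunicamycin at 10 µg/mL and 0% = DMSO only wells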
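Material: CHO-XBP1 cells stably carrying IRE1-XBP1-driven luciferase reporter / Amount: 1000 cells per well / Compound: 20 µM, 1% DMSO / Times: 6 h treatment, 37 °C / Detection: luciferase luminescence / Measure: % activation of reporter signal versus tunicamycin and DMSO controls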
Active calls of the source: *.

SMILES | APJ ag | APJ antag | EBI2 block | CXCR6 inh | CCR6 antagonist | Mdm2-MdmX inh | tim23-1 inh | CHOP UPR activ | XBP1 UPR activ
CCN(CC)S(=O)(=O)c1ccc(C)c(NC(=O)Cn2c(=O)cnc3ccccc32)c1 | -5 | 3 | 9 | 7 | 10 | 26 | -3 | -0.6 | -5
CC(NS(=O)(=O)c1ccc(Br)cc1)C(=O)NCCc1ccccc1 (stereo unspecified) | -3 | -22 | -5 | -5 | 4 | -6 | 6 | 0.8 | -2
CCOC(=O)N1CCN(CCCc2ccccc2)CC1 | -1 | 12 | 1 | 0 | 4 | -18 | 6 | -2.5 | -4
O=c1c(-c2ccc(Br)cc2)[n+]([O-])c2ccccc2n1OCc1ccccc1 | -1 | 4 | -6 | 4 | 7 | 38 | 9 | 3.6 | 9
COc1cc(NC(=O)CSc2nc3[nH]ncc3c(=O)n2-c2ccccc2C)cc(OC)c1OC | -1 | -10 | 4 | -12 | -7 | -14 | 3 | 0.1 | 0
O=C(Nc1ccc2c(c1)OCO2)C1CCN(C(=O)CSc2ncnc3ccccc23)CC1 | -2 | -1 | 7 | 8 | 11 | 23 | -149 | -2.2 | -2
COc1ccc(Br)cc1S(=O)(=O)NCc1ccccc1 | -1 | 20 | -2 | -5 | -2 | -36 | 15 | -0.4 | -2
CCC(=O)N1CCc2cc(S(=O)(=O)CCC(=O)NCc3cccc(OC)c3)ccc21 | -6 | 13 | -2 | -2 | 13 | 33 | 15 | -1.4 | -2
COc1ccc(C(=O)CC(=O)O)c2c1C=CC(C)(C)O2 | -4 | -4 | 0 | 2 | 4 | -11 | -3 | -1.0 | 1
COc1ccccc1OCC(=O)NCCC1=CCCCC1 | -1 | 4 | 11 | 1 | 7 | -5 | 19 | -0.6 | 0
N#C/C(=C(/O)COC(=O)c1ccccc1O)c1nc2ccccc2s1 | -2 | 7 | 8 | 2 | 7 | -17 | 0 | 2.2 | -3
COc1cc(CN2CCC(C(N)=O)CC2)ccc1OCc1ccccc1 | -4 | 20 | -2 | -5 | 14 | -20 | -5 | 5.4 | -1
CC(=O)Nc1ccc(S(=O)(=O)N2CCN(c3ccc([N+](=O)[O-])cc3)CC2)cc1 | -1 | 14 | 15 | 4 | 28 | 18 | 9 | 1.1 | 0
CCOCCCNC(=O)C(c1ccc(C)cc1)N1CCOCC1 (stereo unspecified) | 1 | -4 | -6 | 7 | -4 | 2 | 9 | -0.4 | 2
Cc1ccc([N+](=O)[O-])cc1/C=N/Nc1nnnn1-c1ccccc1 | -2 | -2 | 7 | -2 | -14 | 6 | -6 | -2.0 | 0
CC1CCN(c2ccc([N+](=O)[O-])cc2C(=O)NCC2CCCO2)CC1 (stereo unspecified) | -9 | 12 | 3 | 6 | 12 | -19 | 21 | 0.2 | -4
Cc1ccc(NC(=O)C2CC(=O)N(c3ccc4c(c3)OCCO4)C2)nc1 (stereo unspecified) | -4 | 0 | -17 | -2 | -7 | 22 | 26 | -0.7 | -4
COc1ccc(/C(N)=N/OC(=O)Oc2ccccc2)cc1 | 5 | -13 | -15 | 3 | 11 | -12 | 15 | 0.2 | -2
CSc1ccc(CN2CCN(Cc3ccc([N+](=O)[O-])cc3)CC2)cc1 | 0 | -19 | 0 | -1 | 14 | 28 | -334 | -1.3 | -1
CCN(CC)CCNc1nc(-c2ccccc2)c2c(c1C#N)CC(C)(C)OC2 | -4 | -3 | 6 | 8 | -3 | 31 | 1 | -0.8 | 4
CCc1ccc2[nH]c(=O)c(CN(CCCN3CCOCC3)C(=O)Nc3cccc(Cl)c3)cc2c1 | -2 | -5 | 6 | 1 | 3 | 50* | -38 | 2.1 | 1
CC(=O)N1CCN(S(=O)(=O)c2cccc(C(=O)OCC(=O)NC(=O)c3cccn3C)c2)CC1 | 3 | 0 | -2 | -7 | -1 | -4 | 23 | 3.8 | 0
O=C(Cn1cnc2sc(-c3ccccc3)cc2c1=O)N1CCOCC1 | -2 | 7 | 2 | -8 | -8 | 12 | -9 | 0.7 | 2
Cc1cc(NC(CC(C)C)C(=O)O)nc(Cc2ccccc2)n1 (stereo unspecified) | -1 | 1 | 0 | -2 | 8 | 22 | 5 | 0.6 | 3
Clc1ccccc1-c1nn2c(Cn3cnc4ccccc43)nnc2s1 | -1 | 6 | -7 | -5 | 12 | -11 | -18 | -1.0 | 0
O=C(NC1CCCc2ccccc21)C1CCCC1 (stereo unspecified) | -4 | 7 | 3 | -4 | 14 | 14 | -2 | -0.8 | -2
O=S(=O)(Nc1nc2ccccc2[nH]1)c1ccc(Cl)cc1 | -2 | 10 | -2 | 8 | -6 | 16 | 21 | -0.1 | 1

Eleven consecutive entries out of the list so far, for reference:
SMILES | APJ ag | APJ antag | EBI2 block | CXCR6 inh | CCR6 antagonist | Mdm2-MdmX inh | tim23-1 inh | CHOP UPR activ | XBP1 UPR activ
CCOCCCNC(=O)C(c1ccc(C)cc1)N1CCOCC1 (stereo unspecified) | 1 | -4 | -6 | 7 | -4 | 2 | 9 | -0.4 | 2
Cc1ccc([N+](=O)[O-])cc1/C=N/Nc1nnnn1-c1ccccc1 | -2 | -2 | 7 | -2 | -14 | 6 | -6 | -2.0 | 0
CC1CCN(c2ccc([N+](=O)[O-])cc2C(=O)NCC2CCCO2)CC1 (stereo unspecified) | -9 | 12 | 3 | 6 | 12 | -19 | 21 | 0.2 | -4
Cc1ccc(NC(=O)C2CC(=O)N(c3ccc4c(c3)OCCO4)C2)nc1 (stereo unspecified) | -4 | 0 | -17 | -2 | -7 | 22 | 26 | -0.7 | -4
COc1ccc(/C(N)=N/OC(=O)Oc2ccccc2)cc1 | 5 | -13 | -15 | 3 | 11 | -12 | 15 | 0.2 | -2
CSc1ccc(CN2CCN(Cc3ccc([N+](=O)[O-])cc3)CC2)cc1 | 0 | -19 | 0 | -1 | 14 | 28 | -334 | -1.3 | -1
CCN(CC)CCNc1nc(-c2ccccc2)c2c(c1C#N)CC(C)(C)OC2 | -4 | -3 | 6 | 8 | -3 | 31 | 1 | -0.8 | 4
CCc1ccc2[nH]c(=O)c(CN(CCCN3CCOCC3)C(=O)Nc3cccc(Cl)c3)cc2c1 | -2 | -5 | 6 | 1 | 3 | 50* | -38 | 2.1 | 1
CC(=O)N1CCN(S(=O)(=O)c2cccc(C(=O)OCC(=O)NC(=O)c3cccn3C)c2)CC1 | 3 | 0 | -2 | -7 | -1 | -4 | 23 | 3.8 | 0
O=C(Cn1cnc2sc(-c3ccccc3)cc2c1=O)N1CCOCC1 | -2 | 7 | 2 | -8 | -8 | 12 | -9 | 0.7 | 2
Cc1cc(NC(CC(C)C)C(=O)O)nc(Cc2ccccc2)n1 (stereo unspecified) | -1 | 1 | 0 | -2 | 8 | 22 | 5 | 0.6 | 3

Whole records, quoted from the list. Order of values: APJ ag, APJ antag, EBI2 block, CXCR6 inh, CCR6 antagonist, Mdm2-MdmX inh, tim23-1 inh, CHOP UPR activ, XBP1 UPR activ
Results for O=C(Cn1cnc2sc(-c3ccccc3)cc2c1=O)N1CCOCC1 = -2, 7, 2, -8, -8, 12, -9, 0.7, 2
Results for CC(=O)N1CCN(S(=O)(=O)c2cccc(C(=O)OCC(=O)NC(=O)c3cccn3C)c2)CC1 = 3, 0, -2, -7, -1, -4, 23, 3.8, 0

These rows are one share of the data. The share of hits here may be higher or lower than overall.
